proCasp3 act = activators of human procaspase-3 D3A mutant, primary screen, biochemical, absorbance, PC-3 D3A mutant, single concentration. recombinant procaspase-3 D3A, Ac-DEVD-pNA absorbance 405 nm. activation, % at 8.5 µM. 330,000 compounds, 0.11% hits;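 active means activation above the mean of all tested compounds plus 3 SD, cut at about 21% in these data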;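 further: 0% = DMSO alone and 100% = DMSO wells spiked with extra 5 µM PC-3 D3A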
Target sequence (P42574 whole entry D9A/D28A/D175A): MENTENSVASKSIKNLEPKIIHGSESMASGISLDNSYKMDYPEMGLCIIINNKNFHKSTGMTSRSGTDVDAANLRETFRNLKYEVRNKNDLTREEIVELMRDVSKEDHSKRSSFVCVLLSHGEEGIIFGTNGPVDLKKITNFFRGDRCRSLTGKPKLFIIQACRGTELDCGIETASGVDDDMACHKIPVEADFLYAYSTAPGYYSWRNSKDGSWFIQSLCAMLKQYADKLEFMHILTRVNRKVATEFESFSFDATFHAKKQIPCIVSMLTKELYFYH
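Evaluation: percent activation relative to control range; Material: Procaspase-3 D3A mutant, all three cleavage aspartates alanine; Compound: single dose, 8.5 µM nominal compound, 0.8% DMSO; Replication: one well per compound; Signal: absorbance at 405 nm, 0 and 120 min; Schedule: 1 h preincubation plus 2 h reaction at 25 °C.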
GASC-1 inh = inhibitors of GASC-1 histone demethylase, primary screen, biochemical, fluorescence, DELFIA europium; Lysine-specific demethylase 4C (Homo sapiens), Q9H3R0; inhibition, % at 2.35 µM; GST-JMJD2C(1-420) H3K9me3 demethylation; AID 2099, 2009; 330,000 compounds, 0.069% hits;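 active means more than half of a compound's replicate wells show inhibition beyond 50%, single wells judged on their own value; inconclusive means some, but no more than half, of replicates pass 50% inhibition; inactive means no replicate passes 50% inhibition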;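 further: signal counts dimethyl H3K9 product captured on neutravidin plate; 0% = median of DMSO wells and 100% = 0.3 times that DMSO median; strong numbers were not always called active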
Target sequence (Q9H3R0 1-420 limits assumed): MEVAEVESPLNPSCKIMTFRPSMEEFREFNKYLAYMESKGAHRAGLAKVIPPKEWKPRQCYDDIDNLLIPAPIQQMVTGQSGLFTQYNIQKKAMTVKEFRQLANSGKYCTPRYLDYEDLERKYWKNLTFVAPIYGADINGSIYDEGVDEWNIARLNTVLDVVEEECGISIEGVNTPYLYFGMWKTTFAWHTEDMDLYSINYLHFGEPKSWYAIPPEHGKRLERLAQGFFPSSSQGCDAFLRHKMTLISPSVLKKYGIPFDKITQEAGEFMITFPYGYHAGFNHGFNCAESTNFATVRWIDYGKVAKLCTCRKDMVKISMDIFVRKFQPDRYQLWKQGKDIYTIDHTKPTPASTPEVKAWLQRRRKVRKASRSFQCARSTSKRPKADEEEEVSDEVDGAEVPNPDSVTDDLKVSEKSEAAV
RPL19A-GFP yeast = RPL19A-GFP expression modulators in yeast, primary screen, cell-based, S. cerevisiae, multiplex flow cytometry, MLPCN; S. cerevisiae RPL19A-GFP strain, 3 h; active compounds read low; percent response vs DMSO, % at 10 µM; 330,000 compounds, 0.3% hits;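 active means percent response vs DMSO below 50%; inconclusive means fewer than 70 events counted for the yeast strain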;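 further: median channel GFP fluorescence of the barcoded RPL19A-GFP strain; ratio of sample median GFP to plate DMSO average so 100% = DMSO; lower means less RPL19A-GFP as with rapamycin TOR inhibition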
procasp7 counter = procaspase-7 activators, primary screen, counter-screen for procaspase-3 activator project, biochemical, absorbance, HTS, human | recombinant procaspase-7, Ac-DEVD-pNA absorbance 405 nm; D23A/D198A/D206A triple mutant, cannot self-cleave; scale: DMSO 0, 5 µM enzyme 100 | activation, % at 8.5 µM | 330,000 compounds, 0.093% hits;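 active means percent activation above the screen-wide mean plus 3 SD, cut at about 25% in these data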
Target sequence (P55210 whole entry D23A/D198A/D206A): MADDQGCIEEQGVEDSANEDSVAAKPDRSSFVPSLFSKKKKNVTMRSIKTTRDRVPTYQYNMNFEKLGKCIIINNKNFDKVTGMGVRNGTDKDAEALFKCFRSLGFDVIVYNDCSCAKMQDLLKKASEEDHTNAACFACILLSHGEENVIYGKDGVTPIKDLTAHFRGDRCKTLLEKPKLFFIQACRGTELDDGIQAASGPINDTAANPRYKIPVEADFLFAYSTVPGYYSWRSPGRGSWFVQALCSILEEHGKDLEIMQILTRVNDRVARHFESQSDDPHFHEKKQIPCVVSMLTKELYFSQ
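Material: Procaspase-7 triple mutant (PC-7 D3A) | Quantity: 2 µM procaspase-7 mutant as dispensed | Reagent: DEVD-pNA substrate | Times: 1 h preincubation, 2 h reaction | Technique: 405 nm absorbance of p-nitroaniline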
CR mimetic SO = reduction of superoxide in aged yeast, primary screen, HTS | S. cerevisiae aged cells, superoxide DHE fluorescence; active compounds read low | superoxide response (% of plate mean), % at 10 µM | 330,000 compounds, 0.18% hits | AID 2690, 2010;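 active means superoxide response under a set limit, about three screen SD below normal, cut at about 65% in these data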;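 further: yeast aged for seven days with compound at 30 °C before DHE staining; 100% = average MFI of all compound-treated wells on the plate with controls excluded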
AHR activator = AHR activators, primary screen, cell-based, luminescence, luciferase reporter, human; AID 2796, 2010; AHR-responsive luciferase reporter cells; activation, % at 5 µM; 320,000 compounds, 2.5% hits; Aryl hydrocarbon receptor (Homo sapiens), P35869; in the data active means activation above about 47%;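 further: 0% = vehicle wells and 100% = reference agonist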
LAP4 TOR yeast = modulators of LAP4-GFP expression in yeast, primary screen, S. cerevisiae, multiplex flow cytometry, MLPCN library | AID 2023, 2009 | 320,000 compounds, 0.34% hits | 3 h; median GFP as percent of DMSO wells | GFP response vs DMSO, % at 10 µM;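 active means GFP response vs DMSO above a set limit, about the screen mean plus 3 SD, cut at about 150% in these data; inconclusive means under 70 cell events counted for the yeast strain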
MEP2 TOR yeast = modulators of MEP2-GFP levels in yeast, primary screen, S. cerevisiae, multiplex flow cytometry, MLPCN library; AID 2016, 2009; GFP response vs DMSO, % at 10 µM; S. cerevisiae MEP2-GFP strain, 3 h; 100% = DMSO control level; 330,000 compounds, 0.51% hits;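 active means GFP response versus DMSO above a set limit, roughly screen mean plus 3 SD, cut at about 180% in these data; inconclusive means fewer than 70 cells counted for a yeast strain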;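 further: median GFP fluorescence of the barcode-gated MEP2-GFP cells per well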
An asterisk follows results filed as active; ? = inconclusive; / = no result given; & = joins results of further samples.

SMILES | proCasp3 act | GASC-1 inh | RPL19A-GFP yeast | procasp7 counter | CR mimetic SO | AHR activator | LAP4 TOR yeast | MEP2 TOR yeast
CCC(C)NC(=O)c1ccc(COc2ccccc2Cl)cc1 (stereo not drawn) | 2 | 2 | 100 | -7 | 74 | -11 | 98 | 100
COc1ccccc1CNC(=O)CSc1nnc2ccc(-c3cccnc3)nn12 | 9 | 19 | 93 | 0 | 97 | 11 | 104 | 102
Cc1ccc(C=C2C(Cl)=C(Cl)C(Cl)=C2Cl)cc1 | -1 | -4 | 97 | -1 | 115 | 0 | 155* | 95
CCCCCn1c(SCCOCC)nc2c1c(=O)[nH]c(=O)n2C | -3 | -6 | 101 | 3 | 99 | 6 | 115 | 105
O=C(Oc1cccc(O)c1)C1CCCCC1 | -3 | 5 | 104 | -8 | 96 | 1 | 92 | 105
COc1cc(C(=O)N2CCN(c3ccc(C)cc3C)CC2)cc(OC)c1OC | -3 | -4 | 100 | -2 | 108 | 0 | 92 | 100
CCCC1(C(=O)OC)NC(c2ccc(OC)c(OC)c2)C2C(=O)N(c3cccc(C(C)=O)c3)C(=O)C21 (stereo not drawn) | -6 | 4 | 101 | -3 | 102 | -2 | 99 | 104
Cc1cccc(CN2C(=O)NC(c3ccccc3)(c3ccccc3)C2=O)c1 | 4 | 18 | 96 | 6 | 96 | 2 | 88 | 95
N/C(=N\c1nc2ccccc2o1)NC(=O)/C=C/c1ccccc1 | 1 | 4 | 99 | 1 | 108 | -3 | 127 | 97
O=C(Nc1ccc(O)cc1)c1ccccc1OCc1ccccc1 | / | 11 | 104 | / | 93 | / | 95 | 105
Cc1cc(C)c2c(n1)sc1c(=O)[nH]c(SCc3ccccc3)nc12 | 8 | 5 | 103 | -3 | 90 | 2 | 101 | 103
O=C(Nc1cc(S(=O)(=O)N2CCOCC2)ccc1N1CCCCC1)c1cc(-c2ccccn2)nc2ccccc12 | -13 | 2 | 96 | -17 | 90 | -1 | 98 | 92

Laid out differently: four of the compounds above
mol	proCasp3 act	GASC-1 inh	RPL19A-GFP yeast	procasp7 counter	CR mimetic SO	AHR activator	LAP4 TOR yeast	MEP2 TOR yeast
COc1ccccc1CNC(=O)CSc1nnc2ccc(-c3cccnc3)nn12	9	19	93	0	97	11	104	102
Cc1ccc(C=C2C(Cl)=C(Cl)C(Cl)=C2Cl)cc1	-1	-4	97	-1	115	0	155*	95
CCCCCn1c(SCCOCC)nc2c1c(=O)[nH]c(=O)n2C	-3	-6	101	3	99	6	115	105
O=C(Oc1cccc(O)c1)C1CCCCC1	-3	5	104	-8	96	1	92	105

Additional records follow.
SMILES | proCasp3 act | GASC-1 inh | RPL19A-GFP yeast | procasp7 counter | CR mimetic SO | AHR activator | LAP4 TOR yeast | MEP2 TOR yeast
O=C(COC(=O)[C@@H]1CCCN1C(=O)c1cccs1)Nc1ccc(Br)cc1 | 2 | -1 | 93 | 7 | 81 | 1 | 101 | 107
CC(=O)c1cccc(N(C(=O)Cn2nnc3ccccc32)C(C(=O)NCc2ccccc2)c2ccccn2)c1 (stereo not drawn) | -5 | 5 | 103 | -14 | 105 | 9 | 100 | 102
O=C(NC1CC2CCC(C1)N2Cc1ccccc1)c1ccccc1Cl (stereo not drawn) | -3 | 21 | 96 | 5 | 98 | 2 | 97 | 101
C[C@H]1CC[C@]2(O[C@H](CCO)C[C@H](O)[C@H]2O)O1 | -1 | -3 | 97 | -4 | 101 | 0 | 128 | 94
O=C(Nc1ccc(Cl)c([N+](=O)[O-])c1)ONC1=NCCCCC1 | 5 | -4 | 97 | -4 | 113 | 0 | 108 | 99
CC[C@]12c3[nH]c4ccccc4c3CCN1C(=O)C(CC(=O)NCCCOC)C[C@@H]2C(=O)N1CCN(C(=O)c2ccco2)CC1 (stereo partly drawn) | 4 | 36 | 96 | 5 | 104 | 1 | 89 | 93
COc1ccc(-c2coc3cc(O[C@@H]4O[C@H](CO)[C@@H](O)[C@H](O)[C@H]4O)c(OC)cc3c2=O)cc1 | -2 | 21 | 95 | 1 | 82 | 1 | 106 | 99
CCc1nc(SCC(=O)Nc2ccccc2)c2c(=O)n(C)c(=O)n(C)c2n1 | -6 | 4 | 103 | -1 | 98 | -1 | 97 | 106
Cc1ccc(-c2cc(C(=O)N3CCN(C4CCS(=O)(=O)C4)CC3)c3ccccc3n2)cc1 (stereo not drawn) | -5 | -3 | 96 | 2 | 91 | 13 | 91 | 90
CCOc1ccccc1CN1CCC(CO)(CCOc2ccccc2)CC1 | 3 | -11 | 106 | 1 | 87 | 4 | 91 | 104
O=C(COC(=O)c1ccccc1O)NCCC1=CCCCC1 | 1 | 5 | 97 | 1 | 101 | 1 | 109 | 93
COc1cc(/C=C/C(=O)OCC(=O)Nc2ccc([N+](=O)[O-])cc2)ccc1O | -8 | 6 | 111 | 0 | 102 | 5 | 101 | 106
COCC1CCCN(C(=O)c2cc(COc3cccc4cccnc34)on2)C1 (stereo not drawn) | -1 | -12 | 90 | 2 | 117 | 7 | 100 | 95
COc1cc(CCC(=O)N2CCN(c3ccccc3)CC2)cc(OC)c1OC | 12 | 22 | 103 | 1 | 86 | 2 | 97 | 106
O=C(O)c1ccc(Cl)c(S(=O)(=O)Nc2ccccc2N2CCOCC2)c1 | 4 | 1 | 97 | 1 | 108 | 0 | 103 | 97
S=c1nc[nH]c2nc[nH]c12 | -14&-11 | -2 | 97&100 | -13&-15 | 99&112 | 0&-2 | 98&109 | 87&97
COCCCn1c(Cc2csc(Nc3ccc(F)cc3)n2)nnc1SCC(N)=O | 12 | -6 | 97 | 1 | 113 | 1 | 97 | 103
Cc1cc2c(NC(=O)Nc3ccc(F)cc3)cccc2nn1 | -10 | 6 | 104 | -15 | 136 | 20 | 126 | 110
Cc1ccc(S(=O)(=O)Nc2ccc3c(c2)OCCO3)cc1 | 0 | -1 | 99 | 8 | 104 | 0 | 107 | 98
COc1ccc(NC(=O)Nc2ccc3c(c2)C(=O)N([C@H](C)CO)C[C@H](C)[C@@H](CN(C)C(=O)Nc2c(C)noc2C)O3)cc1 | 4 | / | 102 | 3 | 94 | 2 | 99 | 104
Cc1c(CCOC(=O)C2C3CC4CC(C3)CC2C4)sc[n+]1CC(=O)c1ccc(Br)cc1 (stereo not drawn) | 1 | -7 | 103 | 8 | 105 | 1 | 98 | 101
COc1ccc2c3n([n+]([O-])c2c1)CCN=C3c1cc(Cl)c(N)c(Cl)c1 | 11 | 3 | 100 | -1 | 85 | 69* | 99 | 104
O=C(COC(=O)c1ccc(S(=O)(=O)NCc2ccco2)cc1)Nc1ccc(Cl)cn1 | 2 | 1 | 104 | 2 | 89 | 5 | 86 | 101
CCOC(=O)C1CCN(C(=O)CCn2c(=O)[nH]c3ccsc3c2=O)CC1 | 14 | -1 | 99 | -3 | 105 | 0 | 105 | 107
CC(C)N(C(=O)CSc1nnc(NC(=O)Cc2cccs2)s1)C(C)C | 4 | -1 | 96 | 6 | 97 | 3 | 115 | 87
COC(=O)C1=C(C)N(Cc2ccccc2)C(=NCC(C)C)N[C@H]1c1cccc(F)c1 | -5 | / | 103 | 2 | 105 | 0 | 104 | 102
COc1ccc(CCNC(=O)CCc2ccc(S(=O)(=O)NCC(C)C)cc2)cc1 | 6 | 6 | 100 | 3 | 89 | -3 | 95 | 80
COc1cccc(C(=O)Nc2ccc(N3CCCC3)cc2)c1 | -3 | 8 | 101 | -4 | 91 | 4 | 122 | 108
CC(Cl)C(=O)NNc1cccc(Cl)n1 (stereo not drawn) | -13 | -6 | 92 | 9 | 111 | 2 | 96 | 100
Cn1c(=O)[nH]c(=O)c2c1nc(N1CCN(CCO)CC1)n2Cc1ccccc1 | 2 | -3 | 102 | -1 | 106 | 1 | 97 | 102
C[C@H](CO)N1C[C@H](C)[C@@H](CN(C)C(=O)NC2CCCCC2)Oc2c(NC(=O)C3CC3)cccc2C1=O | 3 | 5 | 92 | 1 | 120 | 0 | 84 | 87
CC(C)COc1cccc(C(=O)Nc2ccc(CN3CCOCC3)cc2)c1 | 2 | -26 | 92 | -1 | 111 | 0 | 91 | 88
CCOC(=O)N1CCN(C(=O)CCCn2c(=S)[nH]c3ccccc3c2=O)CC1 | 0 | -1 | 103 | 6 | 101 | 8 | 99 | 104
C[C@@H]1CN([C@H](C)CO)C(=O)c2cc(NS(=O)(=O)c3cn(C)cn3)ccc2O[C@H]1CN(C)C(=O)Nc1ccccc1 | -2 | / | 93 | 2 | 95 | 0 | 110 | 93
COc1ccc(C(C)=O)cc1CSc1nnc(C)s1 | -1 | 3 | 103 | -5 | 97 | 2 | 117 | 111
Cc1nnc(NC(=O)C2CCCN2C(=O)Nc2ccccc2)s1 (stereo not drawn) | 0 | -6 | 104 | -10 | 114 | 2 | 102 | 107
O=C(O)c1ccccc1-c1ccccc1C(=O)Nc1cccc2ccccc12 | 5 | -33 | 94 | -6 | 120 | 3 | 96 | 97
CC1CCN(CCCNC(=O)C2CC(=O)N(C3CCCCCC3)C2)CC1 (stereo not drawn) | -3 | -13 | 99 | 8 | 94 | 4 | 107 | ?
CCSc1nnc(NC(=O)CSC2=NCCS2)s1 | 1 | / | 108 | -8 | 102 | 7 | 104 | 102
CN(C)CCNc1oc(COc2ccc(Cl)cc2Cl)nc1C#N | 1 | 5 | 97 | 0 | 109 | 2 | 98 | 97
O=C(Nc1ccc(F)c(F)c1)c1ccccc1-c1ccccc1 | -6 | 3 | 101 | 13 | 104 | -1 | 91 | 112
O=C(NCc1ccc(Cl)cc1)C(=O)NCC1OCCN1C(=O)c1cccs1 (stereo not drawn) | 6 | -35 | 98 | 1 | 87 | -3 | 86 | 101
Cc1ccccc1Nc1nc(N)nc(COC(=O)CC2CC3CCC2C3)n1 (stereo not drawn) | 8 | 27 | 107 | 5 | 100 | 6 | 104 | 103
COc1ccc(-c2nc(SCC(=O)Nc3cc(C)on3)n[nH]2)cc1 | -2 | -4 | 102 | 1 | 108 | 9 | 107 | 108
COC(=O)NCN1C(=O)C2C3C=CC(C3)C2C1=O (stereo not drawn) | 1 | 5 | 99 | 6 | 75 | 4 | 96 | 99
Cc1ccccc1-n1c(-c2ccc(Cl)cc2)cnc1SCC(=O)NC1CCS(=O)(=O)C1 (stereo not drawn) | -7 | -3 | 95 | 9 | 96 | 1 | 102 | 89
C(=N\n1cnnc1)/c1ccc(N2CCOCC2)s1 | -4 | -2 | 84 | -10 | 92 | 4 | 81 | 99
CCc1cccc(NC(=O)CS(=O)Cc2nc(-c3ccc(C)cc3)oc2C)c1 (stereo not drawn) | 1 | 2 | 86 | 5 | 117 | 2 | 95 | 91
O=c1c2c(-c3ccccc3)ccnc2[nH]n1-c1ccccc1 | -7 | 11 | 105 | -12 | 108 | 7 | 93 | 105
